# BCR signal inh – inhibitors of chronic active B-cell receptor signaling. 340,000 compounds, 0.05% hits. AID 493014. ABC-DLBCL IkBa-CBG/CBR reporter, luminescence ratio, 4 h. Potency, µM (doses to about 46.1 µM), inactives show top-dose ratio change, negative = lower green/red ratio, most hits filed as inhibitors; active = well fitted inhibition curve with a large enough effect in the signal ratio, with a control signal flat, not every such curve was filed as active; inconclusive = small, poorly fitted or top-dose-only effect, or effect the other way, or a change in a side signal; the % refers to the signal ratio;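 also: potency is read from the fitted curve at half-maximal effect; plate controls were basal doxycycline-induced cells for no effect and cells given 10 µM MG132 for full effect; MG132 reads +100%, hits lower the ratio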
#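 Cell line TMD8 (human ABC DLBCL), stably expressing tet-inducible CBG68-IkBa fusion and CBR; IMDM/0.5% FBS; cpd up to 46 uM; dox induction, 4 h, 37C/5% CO2; dual luminescence; green/red ratio; MG132 control.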
# ELG1 DNA repair – blocks ELG1-dependent DNA repair in HEK293T cells; 330,000 compounds, 2.3% hits; AID 504467; HEK293T ELG1-luciferase reporter, luminescence, 16 h; DNA damage induced by 5-fluorouridine; Potency, µM (doses to about 46.1 µM), inactives show at the top dose activity change, negative = inhibition, most hits filed as inhibitors; also: potency is read from the fitted curve at half-maximal effect; % is scaled to controls: 0 for no effect and ±100 for the full control effect; nearly all actives have a fitted effect of over 55% in size
#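 Overnight (16 hr) co-exposure of 2,000 cells/well to 5-fluorouridine and compound at 37 °C preceded detection. Luciferase was quantified via ONE-Glo luminescence; loss of signal denotes inhibition.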
# A-T KAP1 phos – potential ataxia-telangiectasia treatment; Potency, µM (doses to about 57.5 µM), without a hit: at the top dose activation, hits mostly activators; 320,000 compounds, 0.19% hits; […] A-T fibroblasts, KAP-1 phosphorylation AlphaLISA; neocarzinostatin DNA damage 30 min before lysis; AID 485349; also: potency is read from the fitted curve at half-maximal effect; % of control where 0% means no effect; nearly all actives have a fitted effect of over 45% in size
#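 hTERT-immortalized A-T patient fibroblasts ([…]), 500 cells/well in OPTI-MEM, 1% FBS, got compounds for 60 min, then NCS for 30 min at 37C. Lysates were then assayed for phospho-KAP-1 by AlphaLISA (anti-pKAP1 donor, anti-KAP1 acceptor beads), 6 hr at 25C.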
# TSHR antagonist – human thyrotropin receptor antagonism; P16473; TSHR-expressing cells, TSH-stimulated cAMP HTRF, 2 h; stronger effect = lower value; activity change, negative = inhibition, % at 11.5 µM; 330,000 compounds, 0.2% hits; AID 504810;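 active = activity change below a set negative limit, meaning inhibition stronger than a set level, cut at about -70% in these data; inconclusive = activity change between two set negative limits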; also: % is scaled to controls: 0 for no effect and ±100 for the full control effect
#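 Antagonism was scored as loss of TSH-driven cAMP in TSHR cells, stimulated with 4nM TSH (EC80) for 2 hours at 37 deg C and detected by homogeneous HTRF competition immunoassay.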
# a7 integrin act – integrin-mediated muscular dystrophy alleviation activation; alpha7betagal myoblasts, beta-gal FDG fluorescence, 48 h; Potency, µM (doses to about 38.3 µM), for the others: top-dose activation, actives largely listed as activators; 350,000 compounds, 0.064% hits; AID 624291;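 also: potency is read from the fitted curve at half-maximal effect; 100% = response of the positive control SU9516; nearly all actives have a fitted effect of over 60% in size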
#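 alpha7betagal+/- myoblasts (passage 13, 250/well) treated 48 h at 37C with compounds at 1:260 dilution of DMSO stock. Lysed, then beta-galactosidase activity read as FDG fluorescence (ex 480/em 540) after 30 min, with pre-read for autofluorescence.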
# ASM inhibitor – inhibitors of human secretory acid sphingomyelinase; P17405; placental ASM, HMU-PC fluorogenic substrate, 60 min; Potency, µM (series often up to 57.5 µM), inactives show top-dose activity change, negative = inhibition, usual class: inhibitors; 340,000 compounds, 0.006% hits; AID 504937; also: potency is read from the fitted curve at half-maximal effect
#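 HMU-PC0 cleavage (9 uM final) by human placental ASM, 60 min at 37 °C following 10 min compound exposure at RT; stopped at pH 10, fluorescence Ex 386/Em 447 nm.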
# PTAP TSG101 blk – blocks PTAP/TSG101 interaction to inhibit HIV-1 budding. Q99816. 340,000 tested, under 10 active. Potency, µM (doses to about 115 µM), for the others: top-dose activity change, negative = inhibition, usual class: inhibitors. Fluorescence polarization, FITC-PTAP peptide / Tsg101 binding; active = well fitted inhibition curve with a large enough effect in the main read-out, with a control signal flat, not every such curve was filed as active; inconclusive = small, poorly fitted or top-dose-only effect, or effect the other way, or a change in a side signal; inactive = no such curve, though single readings can be large or run the other way; also: potency is read from the fitted curve at half-maximal effect; % of control where 0% means no effect
# Target sequence (Q99816 whole entry, looked up): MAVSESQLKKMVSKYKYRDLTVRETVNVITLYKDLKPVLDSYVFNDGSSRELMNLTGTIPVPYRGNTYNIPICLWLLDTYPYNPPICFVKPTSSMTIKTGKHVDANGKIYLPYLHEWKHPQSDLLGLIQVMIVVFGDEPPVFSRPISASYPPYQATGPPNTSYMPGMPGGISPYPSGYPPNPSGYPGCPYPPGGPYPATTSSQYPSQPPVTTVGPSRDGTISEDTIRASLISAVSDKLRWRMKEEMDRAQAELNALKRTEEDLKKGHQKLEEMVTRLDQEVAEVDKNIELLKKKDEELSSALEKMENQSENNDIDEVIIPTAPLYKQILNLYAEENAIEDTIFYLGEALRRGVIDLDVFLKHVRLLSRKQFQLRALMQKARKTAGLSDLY
#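 FP read-out: FITC-PTAP peptide, 50 nM final, binding Tsg101 binding domain, 10 uM final; 20 min, r.t.; 10 mM HEPES pH 7.5, 0.15 M NaCl, 0.01% Tween 20, 3 mM EDTA, 0.1 mM TCEP.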
# TCR act – activates T cell receptor signaling | primary human leukocytes, anti-CD3, IL-2 HTRF, 48 h | Potency, µM (highest dose often 9.22 µM), without a hit: at the highest dose activation of IL-2 secretion, usual class: activators | 330,000 tested, under 10 active | AID 504894; also: % of control where 0% means no effect
#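 Using a-CD3 beads without co-stimulation, primary human leukocytes were exposed to compounds for 48 hr. An HTRF IL-2 kit measured the cytokine, with europium-to-d2 energy transfer producing emission at 665nm upon 320nm excitation.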
# Tb PFK inh – inhibitors of T. brucei phosphofructokinase; T. brucei PFK, ADP-Glo luminescence; Potency, µM (series often up to 57.5 µM), for the others: at the top dose activity, negative = inhibition, actives largely listed as inhibitors; O15648; 330,000 compounds, 0.17% hits; AID 485367;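 also: potency is read from the fitted curve at half-maximal effect; 0% = uninhibited 1x PFK enzyme wells and -100% = no-enzyme wells; nearly all actives have a fitted effect of over 60% in size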
# Target sequence (O15648 whole entry, looked up): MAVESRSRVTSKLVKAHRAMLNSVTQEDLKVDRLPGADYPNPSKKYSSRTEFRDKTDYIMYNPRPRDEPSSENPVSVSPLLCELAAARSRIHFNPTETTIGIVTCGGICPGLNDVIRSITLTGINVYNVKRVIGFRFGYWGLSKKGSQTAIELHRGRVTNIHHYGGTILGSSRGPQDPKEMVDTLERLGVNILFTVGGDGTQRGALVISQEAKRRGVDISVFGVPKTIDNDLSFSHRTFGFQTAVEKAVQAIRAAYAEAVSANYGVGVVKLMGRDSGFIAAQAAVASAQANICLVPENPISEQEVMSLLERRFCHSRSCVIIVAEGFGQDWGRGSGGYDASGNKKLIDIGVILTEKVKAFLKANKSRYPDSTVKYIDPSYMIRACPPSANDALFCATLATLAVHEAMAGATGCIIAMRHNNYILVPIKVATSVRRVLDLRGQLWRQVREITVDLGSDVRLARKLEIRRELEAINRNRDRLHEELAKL
#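 Compounds were pin-transferred as a titration series up to 57 uM into substrate buffer (0.5 mM F6P, 0.1 mM ATP, pH 8.0), then 1.25 nM PFK was added and reactions ran 45 min before ADP-Glo detection.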
# Mito fusion yeast – mitochondrial division inhibition or fusion activation | S. cerevisiae fusion-defective mutant growth rescue, CellTiterGlo 48 h | 320,000 compounds, 0.23% hits | Potency, µM (highest dose often 46.1 µM), without a hit: at the top dose growth rescue (activation), usual class: activators | AID 485298;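 also: potency is read from the fitted curve at half-maximal effect; % of control where 0% means no effect; nearly all actives have a fitted effect of over 45% in size; temperature-sensitive fusion mutants such as fzo1-1 at 37 °C on non-fermentable ethanol glycerol medium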
#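 Luminescent cell viability in 1536-well qHTS format served as the measure of rescued growth in ts fusion-mutant S. cerevisiae cultured on non-fermentable YPEG for 48 hours at 37C.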
# Eya2 phos inh – inhibitors of human Eya2 phosphatase activity. O00167. recombinant Eya2, OMFP fluorescence dephosphorylation (OMFP is methylfluorescein phosphate). Potency, µM (titrated, usually from 76.9 µM), inactives show at the top dose activity, negative = inhibition, hits mostly inhibitors. 330,000 compounds, 0.006% hits; also: potency is read from the fitted curve at half-maximal effect; % is scaled to controls: 0 for no effect and ±100 for the full control effect
#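 Eya2 (0.2 uM) preincubated 10 min at ambient with compound, then OMFP substrate added at 50 uM; 10 min reaction in 50 mM HEPES pH 7.5, 50 mM NaCl, 5 uM MgCl2, 0.05% BSA, 1 mM DTT. Fluorescence read at Ex 485/Em 525 nm.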
# * hit, by the source's call; u = inconclusive; x = no result given; [ ] = another dose, or the depositor's remark. Unless noted, calls follow the shape of the dose curve; as a rule, active = well fitted curve in the direction sought with a large enough effect; inconclusive = small, poorly fitted or top-dose-only effect, or another doubt; inactive = no such curve, though single readings can be large; an effect the other way counts as inactive or inconclusive. Rows are unselected, and some 3.2% of all compounds hit somewhere here.
SMILES,BCR signal inh,ELG1 DNA repair,A-T KAP1 phos,TSHR antagonist,a7 integrin act,ASM inhibitor,PTAP TSG101 blk,TCR act,Tb PFK inh,Mito fusion yeast,Eya2 phos inh
COc1ccc(CNC(=O)N[C@@H](Cc2c[nH]c3ccccc23)C(=O)O)cc1,1%,-5%,-3%,-6,-36%,1%,-1%,-2%,-3%,-13%,8%
COc1ccc(C(=O)N(C)Cc2nc3ccccc3c(=O)[nH]2)cc1S(=O)(=O)N1CCCC1,8%,-9%,6%,-2,29%,-2%,1%,-2%,0%,-3%,7%
CCC(C)(C)NC(=O)CN(C(=O)CCC(=O)Nc1nccs1)c1ccccc1C,7%,1%,-2%,12,-7%,0%,-2%,3%,6%,0%,4%
Cc1cccn2c(=O)c3cc(C(=O)NC4CCCCC4)sc3nc12,-3%,5%,10%,52,u,498%[activator],-1%,2%,-12%,14%,-13%
CCc1ccc(-c2nnn(CC(=O)N(C3CCCC3)C3CCS(=O)(=O)C3)n2)cc1 (stereo not drawn),u,7%,9%,11,2%,2%,-4%,0%,-7%,2%,-12%
Cc1ccc(Nc2nnc(SCC(=O)Nc3cccnc3Cl)s2)cc1C,0%,-3%,-4%,-9,12%,-15%,-6%,1%[46.1 µM],-1%,15%,-5%
COc1ccccc1CC(=O)Nc1ccc2nc(C)sc2c1,u,u,2%,7,8%,7%,-3%,-7%[46.1 µM],7%,-7%,0%
Cc1ccc(C2C3=C(CC(C)(C)CC3=O)Nc3[nH]c(=S)[nH]c(=O)c32)cc1 (stereo not drawn),7%,6%,-6%,5,3%,8%,-8%,-9%,0%,2%,13%
Cc1ccc(C(=O)NCCCn2ccnc2)cc1[N+](=O)[O-],0%,u,-4%,3,9%,7%,-5%,8%,0%,-2%,-5%
O=C(N/C=C\c1ccccc1)NCc1ccc(Cl)cc1Cl,5%,3%,-3%,-3,10%,-2%,-9%,1%,2%,-1%,-4%
O=[N+]([O-])c1ccc(C2CCCC/C2=N/OCc2ccc(F)cc2)c([N+](=O)[O-])c1 (stereo not drawn),21%,10%,11%,-24,-38%,-6%,-2%,2%,1%,4%,-3%
CCOC(=O)c1c(NC(=O)CSc2nnc(C)s2)sc2c1CCCCC2,18%,u,9%,x,-31%,2%,-2%,5%,3%,-6%,-2%
CC(=O)N1N=C(c2ccc(NS(=O)(=O)c3ccccc3)cc2)CC1c1ccco1 (stereo not drawn),u,-16%,3%,-13,-14%,12%,-2%,9%,-1%,10%,-5%
CCN(CC)S(=O)(=O)c1cccc(NC(=O)COC(=O)c2n[nH]c(=O)c3ccccc23)c1,-10%,11%,-1%,-16,-23%,-13%,-1%,-3%,-4%,0%,9%
Cc1ccc(CN2CC(C(=O)N3CCN(S(=O)(=O)c4ccccc4)CC3)CC2=O)cc1 (stereo not drawn),6%,4%,11%,-8,9%,0%,1%,-9%,6%,11%,13%
Cc1ccc2c(ccc(=S)n2C)c1,-10%,u,-4%,7,16%,-3%,1%,-8%,-3%,-1%,-14%
CCCOc1ccccc1C(=O)N(Cc1cccc(Br)c1)C1CCS(=O)(=O)C1 (stereo not drawn),1%,5%,10%,9,16%,-2%,-1%,3%,0%,-1%,-3%
CC(=O)N1CCC(N2CCN(Cc3ccc(C)cc3)C(CCO)C2)CC1 (stereo not drawn),7%,-3%,1%,4,-12%,-3%,1%,x,6%,2%,15%
CCOC(=O)C1CCN(C(=O)N2CCOCC2)CC1,7%,17%,-2%,1,-1%,0%,-2%,0%,-9%,-1%,3%
CNC(=O)c1c(Br)cnn1-c1ccc(C)cc1,u,u,5%,1,5%,-3%,0%,0%,1%,3%,2%

# Random excerpt: two entries already listed
SMILES,BCR signal inh,ELG1 DNA repair,A-T KAP1 phos,TSHR antagonist,a7 integrin act,ASM inhibitor,PTAP TSG101 blk,TCR act,Tb PFK inh,Mito fusion yeast,Eya2 phos inh
COc1ccccc1CC(=O)Nc1ccc2nc(C)sc2c1,u,u,2%,7,8%,7%,-3%,-7%[46.1 µM],7%,-7%,0%
O=[N+]([O-])c1ccc(C2CCCC/C2=N/OCc2ccc(F)cc2)c([N+](=O)[O-])c1 (stereo not drawn),21%,10%,11%,-24,-38%,-6%,-2%,2%,1%,4%,-3%

# (continued)
SMILES,BCR signal inh,ELG1 DNA repair,A-T KAP1 phos,TSHR antagonist,a7 integrin act,ASM inhibitor,PTAP TSG101 blk,TCR act,Tb PFK inh,Mito fusion yeast,Eya2 phos inh
CN(C)C(CNC(=O)CSc1nc2sc3c(c2c(=O)n1C)CCCC3)c1ccccc1 (stereo not drawn),-3%,-24%,15%,3,-42%,-3%,-7%,0%,4%,-1%,-4%
CCCc1nn2c(=O)cc(CSCC(=O)Nc3ccccc3OC)nc2s1,-4%,4%,2%,1,0%,0%,-5%,12%,-2%,-4%,4%
CCC(C)NC(=O)C(Cc1ccccc1)NS(=O)(=O)c1ccc2c(c1)CCC(=O)N2 (stereo not drawn),-3%,22%,-2%,-7,12%,0%,3%,2%,-4%,-1%,3%
CCN(CC)c1ccc(C=Nc2ccccc2)c(O)c1,0%,-2%,-2%,19,-5%,4%,-1%,-13%[46.1 µM],-10%,-1%,-7%
Clc1ccc(OCc2nn3c(-c4ccccc4)nnc3s2)c(Cl)c1,0%,13%,-1%,2,1%[7.66 µM],-6%,-6%,x,-1%,1%,-8%
COc1ccc(C(=O)NNC(=S)NC(=O)c2cccs2)cc1,u,-23%,0%,2,-18%,-1%,-1%,0%,-3%,-3%,11%
CSCCC(NS(=O)(=O)c1ccc(Cl)cc1)C(=O)OCC(=O)N(C(C)C)C(C)C (stereo not drawn),16%,-2%,-3%,0,6%,3%,-3%,1%,2%,-5%,-12%
CCCn1c2ccccc2c2cnn(CC(=O)NCCN(C)C)c(=O)c21,-3%,-4%,4%,-4,-12%,34%[activator],-10%,0%,6%,-6%,4%
COCCN(C(=S)Nc1ccc(C)cc1C)C(C)c1cccs1 (stereo not drawn),8%,1%,4%,11,9%,-2%,-6%,1%,-4%,21%,14%
Cc1ccc(C(=O)NCc2ccco2)cc1[N+](=O)[O-],-8%,16%,6%,-2,14%,-5%,-7%,3%,-11%,-4%,-2%
COc1ccc(-c2nn(-c3ccccc3)cc2CO)cc1OC,u,u,3%,1,6%,0%,-9%,4%,2%,-3%,-2%
O=C(c1ccco1)N1CCN(Cc2ccccc2Br)CC1,2%,u,-5%,-11,-3%,4%,-3%,6%,6%,-4%,-10%
O=C(CC12CC3CC(CC(C3)C1)C2)Nc1ccc2c(c1)COC2=O,7%,u,-7%,0,-16%,-3%,-6%,-1%,1%,21%,-9%
COC(=O)c1c(C)oc2ccc(NS(=O)(=O)c3cccs3)cc12,u,-21%,0%,-8,-22%,-5%,-8%,6%,13%,6%,12%
Cc1ccc(C)c(S(=O)(=O)N2CCN(C(=O)c3ccc(C)s3)CC2)c1,-2%,-28%,7%,-14,-17%,-3%,-2%,3%,3%,-1%,-5%
CC(=O)N1CCN(c2ccc(NC(=O)c3cc4ccccc4o3)cc2)CC1,3%,u,-19%,53,15%,-2%,0%,-3%,3%,-2%,11%
Cc1ccc(-c2nnnn2CS(=O)(=O)c2ccccc2)cc1,8%,28%,-1%,1,10%,2%,-1%,1%,1%,-4%,24%
O=c1oc2ccccc2c(O)c1CN1CCCCC1,u,24%,6%,-8,4%,13%,0%,-2%,0%,4%,-24%
COc1cc(C(=O)NCCc2ccc(F)cc2)ccc1OCC(=O)N1CCOCC1,u,8%,7%,6,2%,6%,1%,-2%,0%,-2%,2%
CCOc1ccccc1NC(=O)C1=C(C)NC(=O)NC1c1cccc(OC)c1OC (stereo not drawn),-11%,-3%,6%,4,4%,2%,1%,0%,3%,3%,4%
COC(=O)COc1ccc(S(=O)(=O)Nc2ccc(NC(C)=O)cc2)cc1,u,4%,3%,-9,-12%,1%,-5%,2%,2%,0%,-22%

# Assay outcomes (PubChem BioAssay)
